Screening data from PubChem BioAssay.
RORg inh – blocks mouse ROR gamma transcriptional activity; P51450; Drosophila S2 Gal4-RORgamma UAS-luciferase reporter, 20 h; Potency, µM (doses to about 53.6 µM), inactives show at the highest dose activity change, negative = inhibition, actives largely listed as inhibitors; 310,000 tested, 5.4% active; also: potency is read from the fitted curve at half-maximal effect; % is scaled to controls: 0 for no effect and ±100 for the full control effect; nearly all actives have a fitted effect of over 60% in size
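Luciferase reporter read in Schneider cells carrying Gal4-RORγ (mouse) and UAS-Photinus luciferase; cells given compound 1 h before 700 uM copper sulfate induction, then incubated 20 h at ambient temperature.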
Rab9 prom act – activates the Rab9 promoter | Huh7 Rab9 promoter-luciferase reporter, luminescence, 24 h | Potency, µM (highest dose often 9.22 µM), for the others: top-dose activation, negative = inhibition, most hits filed as activators | 320,000 tested, 2.8% active; also: potency is read from the fitted curve at half-maximal effect; % of control where 0% means no effect; nearly all actives have a fitted effect of over 60% in size
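Rab9 promoter-driven luciferase in stably transfected Huh7 cells; 1500 cells/well rested 2 h, exposed to compound in DMSO for 24 h at 37 °C, 5% CO2. Luminescence read 10 min after adding luciferase reagent at ambient temperature.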
ELG1 genotox – genotoxicity induction in ELG1-luciferase HEK293T cells; Potency, µM (titrated, usually from 46 µM), for the others: top-dose activity change, positive = activation, most hits filed as activators; 330,000 tested, 1.3% active; AID 504466; HEK293T ELG1-luciferase reporter, luminescence, 16 h; also: potency is read from the fitted curve at half-maximal effect; % of control where 0% means no effect; nearly all actives have a fitted effect of over 60% in size
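Genotoxic stress is detected as increased luminescence from luciferase-tagged ELG1 in HEK293T cells, measured with ONE-Glo after a 16 hr treatment at 37 °C.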
p53 reactivator – restores transcriptional activity of mutant p53 | H1299 p53-A138V BP100-luciferase reporter, luminescence, 24 h | Potency, µM (doses to about 92.2 µM), without a hit: at the top dose activity change, positive = activation, most hits filed as activators | 320,000 tested, 0.063% active; also: potency is read from the fitted curve at half-maximal effect; % of control where 0% means no effect; nearly all actives have a fitted effect of over 45% in size
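H1299 (p53-null), stable ts p53-A138V + BP100-Luc; 1000 cells/well, Opti-MEM/10% FBS; cpd 4 pt, 1:5; 24 h, 37 deg C, 5% CO2; detection reagent 10 min RT; luminescence.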
Giardia killer – Giardia lamblia killing; Giardia lamblia trophozoite viability; activity change, % at 7.66 µM, hits read low; 340,000 tested, 0.15% active; AID 540267; in the data active = activity change below about -80%; inconclusive = between about -30% and that limit;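 also: parasites exposed to compound for two days anaerobically before the ATP read; % is scaled to controls: 0 for no effect and ±100 for the full control effect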
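Trophozoite viability was measured as ATP-dependent luminescence, read 15-30 min after reagent addition. Before that, parasites at 100 cells/well were exposed to compounds for 48 h, anaerobically, at 37 deg C.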
Menin-MLL TR inh – displaces Texas Red mutant MLL peptide from human menin; O00255; Menin + Texas Red MLL mutant peptide, fluorescence polarization; Potency, µM (highest dose often 61.6 µM), without a hit: at the top dose FP activity change, negative = inhibition, usual class: inhibitors; 270,000 tested, 0.23% active; AID 1768; active = well fitted inhibition curve with a large enough effect in the polarisation, with a control signal flat, not every such curve was filed as active; inconclusive = small, poorly fitted or top-dose-only effect, or effect the other way, or a change in a side signal; inactive = no such curve, though single readings can be large or run the other way; the % refers to the polarisation; also: potency is read from the fitted curve at half-maximal effect; % of control where 0% means no effect; many of its hits are not listed in these tables
Target sequence (O00255 whole entry, looked up): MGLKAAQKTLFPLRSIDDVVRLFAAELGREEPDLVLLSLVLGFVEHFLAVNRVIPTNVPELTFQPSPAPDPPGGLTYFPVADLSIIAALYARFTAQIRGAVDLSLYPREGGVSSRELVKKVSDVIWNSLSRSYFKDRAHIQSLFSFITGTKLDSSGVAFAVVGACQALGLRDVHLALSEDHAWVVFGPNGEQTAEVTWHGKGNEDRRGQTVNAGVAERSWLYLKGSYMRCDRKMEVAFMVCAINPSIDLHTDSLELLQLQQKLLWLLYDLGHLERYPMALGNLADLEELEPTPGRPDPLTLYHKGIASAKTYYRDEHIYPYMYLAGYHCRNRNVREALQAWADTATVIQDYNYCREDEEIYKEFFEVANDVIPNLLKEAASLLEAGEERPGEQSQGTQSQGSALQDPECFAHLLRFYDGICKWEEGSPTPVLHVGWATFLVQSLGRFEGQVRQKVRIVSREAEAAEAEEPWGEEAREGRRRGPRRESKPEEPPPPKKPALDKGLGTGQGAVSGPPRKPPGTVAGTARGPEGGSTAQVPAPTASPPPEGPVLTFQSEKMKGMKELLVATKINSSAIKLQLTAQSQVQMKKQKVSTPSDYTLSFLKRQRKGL
PKM2 activator – activators of human pyruvate kinase M2. Potency, µM (titrated, usually from 57.5 µM), for the others: top-dose activation, usual class: activators. 260,000 tested, 0.34% active. purified PKM2, Kinase-Glo ATP luminescence, activation; response scale: 0% is enzyme alone, no compound. P14618; also: potency is read from the fitted curve at half-maximal effect; % is scaled to controls: 0 for no effect and ±100 for the full control effect; nearly all actives have a fitted effect of over 55% in size
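Purified hPK-M2 (>95% pure) converted ADP (0.1 mM final) to ATP with 0.5 mM PEP in 50 mM imidazole pH7.2, KCl, MgCl2, Tween 20, BSA; 1 h at room temperature. ATP detected by Kinase-Glo luminescence.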
BRCA1 expr up – increases BRCA1 expression; AID 624202; MCF7-BRCA1-FFLuc reporter, luminescence, 48 h; response scale: scaled: vehicle 0%, 10 µM genistein 100%; 380,000 tested, 1.1% active; Potency, µM (top dose mostly 46.1 µM), for the others: top-dose activation, actives largely listed as activators; also: potency is read from the fitted curve at half-maximal effect; nearly all actives have a fitted effect of over 80% in size; some results filed as inactive show a strong effect at the top dose
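Cells: MCF7-BRCA1-FFLuc, 2000/well. Exposure: 48 h, 37 °C, 5% CO2. Read: luminescence, 15 min post-substrate. Controls: genistein 10 microM (maximal activation), DMSO (neutral).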
FLuc modulator – firefly luciferase modulation, counter-screen for miR-21 project; purified FLuc, Km substrates, luminescence inhibition; Potency, µM (top dose mostly 57.5 µM), for the others: at the highest dose activity change, negative = inhibition, usual class: inhibitors; 360,000 tested, 6.9% active; AID 588342;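 also: potency is read from the fitted curve at half-maximal effect; plate controls were vehicle for no effect and reference inhibitor for full effect; nearly all actives have a fitted effect of over 55% in size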
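Purified P. pyralis luciferase (10nM final) with 10uM D-luciferin and 10uM ATP (Km levels) in 50mM Tris acetate pH 7.5, 10mM Mg acetate, 0.01% Tween-20, 0.05% BSA; qHTS 6-point titration, ~60 µM downward; luminescence read.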
Gal4-VP16 FLuc – counter-screen for ROR gamma inhibitors: Gal4-VP16 reporter | Drosophila S2 Gal4-VP16 UAS-luciferase, luminescence, 20 h | Potency, µM (top dose mostly 53.6 µM), for inactives: at the highest dose activity, negative = inhibition, actives largely listed as inhibitors | 310,000 tested, 3.5% active | AID 2546;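 also: Gal4-VP16 expression switched on by copper sulfate through the metallothionein promoter; potency is read from the fitted curve at half-maximal effect; % is scaled to controls: 0 for no effect and ±100 for the full control effect; nearly all actives have a fitted effect of over 50% in size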
NPC1 promoter act – activators of NPC1 promoter; 320,000 tested, 2.4% active; Huh7 NPC1 promoter luciferase reporter, 24 h; Potency, µM (top dose mostly 9.22 µM), inactives show at the highest dose activation, hits mostly activators;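 also: potency is read from the fitted curve at half-maximal effect; % of control where 0% means no effect; nearly all actives have a fitted effect of over 60% in size; reporter is driven by a mutant NPC1 promoter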
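Compounds in DMSO were transferred onto Huh7 NPC1-luciferase reporter cells pre-incubated 2 h; after 24 h at 37 °C, Amplite reagent was dispensed and luminescence recorded 10 min later.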
* = called active by the depositor; ? = inconclusive; . = not tested or not shown; & = joins results of further samples; [ ] = dose if it differs, or a comment. Unless noted, calls follow the shape of the dose curve; as a rule, active = well fitted curve in the direction sought with a large enough effect; inconclusive = small, poorly fitted or top-dose-only effect, or another doubt; inactive = no such curve, though single readings can be large; an effect the other way counts as inactive or inconclusive. The list is partial. The share of hits here may be higher or lower than overall.

SMILES	RORg inh	Rab9 prom act	ELG1 genotox	p53 reactivator	Giardia killer	Menin-MLL TR inh	PKM2 activator	BRCA1 expr up	FLuc modulator	Gal4-VP16 FLuc	NPC1 promoter act
CCOC(=O)c1c(C2CC2)csc1NC(=O)COC(=O)CCS(=O)(=O)c1ccc(C)cc1	-5%	1%	8%	2%	1	14%	8%	-12%	1%	-12%	-1%
COc1ccc(OC)c2c1sc(=NC(=O)C1COc3ccccc3O1)n2C (stereo not drawn)	2%	?	17%	5%	19	.	-3%	0%	-18%	-1%	?
CCCSc1nc2sc3c(c2c(=O)n1CC)CC(C)(C)OC3	6%	-6%	-7%	0%	-23	.	0%	-9%	-1%	-11%	-5%
O=C1c2cccc3cccc(c23)C(=O)N1c1nccs1	8%	2%	5%	6%	9	7%	1%	0%	2%	-4%	-2%
Oc1[nH]c2ccccc2c1N=Nc1nc(Nc2ccccc2)nc(N2CCOCC2)n1	-8%	-9%	-12%	-1%	-15	.	5%	-88%	?	-2%	-11%
CCc1ccc(S(=O)(=O)Nc2c(C)n(C)n(-c3ccccc3)c2=O)cc1	2%	-3%	1%	-1%	-2	-12%	.	7%	0%	-10%	-4%
Cc1ccc(C)c2sc(N)nc12	-3%	1%	4%	-5%	-20	11%	-5%	34%	-11%	1%	0%
CN(C)CCCNCCCNC(=O)c1ccccn1	-2%	8%	0%	1%	-6	-4%	-5%	5%	-1%	-4%	-1%
CCOC(=O)N1CCN(C(=O)c2cc(OC)cc(OC)c2)CC1	29%	7%	-1%	0%	-1	-3%	0%	4%	4%	-7%	-2%
COC(=O)c1c(-c2ccccc2OC)sc2ccc(OC)cc12	.	-4%	0%	-8%	7	.	.	-40%	-17%	.	0%
O=C(CCN1CCN(CCO)CC1)Nc1ccc(Br)cc1	-10%	-3%	1%	0%	7	12%	2%	15%	-1%&-1%	-9%	-1%
CC(C)CC1(C(=O)NCCN2CCOCC2)C=CCN1C(=O)c1ccccc1 (stereo not drawn)	0%&10%	-1%	5%	10%	16	-1%&-9%	-1%&3%	5%	-20%	3%&10%	-6%
CCOC(=O)c1ccc(N=c2sc(C(=O)OC)cc(=O)n2-c2ccc(C(=O)OCC)cc2)cc1	?	-14%	?	10%	-13	0%	6%	-69%	-19%	?	-6%
O=C(CCC(=O)OCC(=O)c1cccc([N+](=O)[O-])c1)NC1CCCCC1	9%	1%	-1%	0%	16	.	-6%	-5%	2%	5%	-6%
Cn1nc2c3ccccc3n(Cc3ccccc3)c2nc1=S	-5%	20%	?	6%	-3	.	1%	33%	-26%	-11%	17%
COc1ccc(N2CCN(C(=O)c3ccc(C)cc3)CC2)c([N+](=O)[O-])c1	?	-7%	-7%	-2%	-13	0%	10%	-15%	1%	-5%	2%
Nc1nc(-c2ccc(NC(=O)c3ccco3)cc2)cs1	10µM*	0.79µM*	?	-3%	-30	?	.	-24%	0.67µM*	?	0.71µM*
CCCCCn1c(=O)[nH]c2cc(C(=O)NCCN3CCC(C)CC3)ccc2c1=O	2%	-5%	0%	1%	-8	?	4%	-1%	3%	-1%	-2%
N/C(=N\OCC(=O)Nc1ccccc1)c1nonc1N	24%	-6%	4%	12%	-13	4%	1%	40%	-13%	23%	-5%
CCn1c(O)c(N=NC(=O)CNC(=O)Cc2ccccc2)c2ccccc21	-1%	4%	2%	0%	-5	-10%	2%[0.46 µM]	-9%	-3%	-4%	0%
CC/C(=N\NC(=O)c1ccc(N2CCCC2=O)cc1)c1ccccc1	-3%	4%	4%	0%	4	1%	.	0%	?	12%	0%
CCOc1cc(/C=C2/NC(=O)N(Cc3ccccc3F)C2=O)ccc1O	12%	-2%	2%	-11%	-7	15%	-7%	-34%	3%	-3%	-21%
Fc1cccc(Cl)c1CSc1nnc(-c2ccncc2)o1	-7%	4.5µM*	?	9%	-9	2%	.	?	15µM*	12%	?
CCCSc1nnc2[nH]c(=O)cc(N)n12	11%	0%	1%	-6%	-7	6%	11%	-27%	0%	18%	2%
Cc1[nH]nc2c1[C@@H](c1ccccc1[N+](=O)[O-])C(C#N)=C(N)O2	3%	-9%	-2%	9%	-6	9%	.	-28%	-7%	1%	1%
The results go on.
SMILES	RORg inh	Rab9 prom act	ELG1 genotox	p53 reactivator	Giardia killer	Menin-MLL TR inh	PKM2 activator	BRCA1 expr up	FLuc modulator	Gal4-VP16 FLuc	NPC1 promoter act
COc1ccc(CCNc2oc(Cc3ccccc3)nc2C#N)cc1OC	29%	-8%	-1%	-10%	21	18%	-1%	-30%	-4%	2%	-2%
CCS(=O)(=O)c1ccc2oc(SCC(=O)NC(C)C3CC4CCC3C4)nc2c1 (stereo not drawn)	-19%	-1%	-13%	8%	-18	.	-12%	-15%	2%	2%	6%
COc1ccccc1N1C(=O)CC(N2CCN(c3ccc(Cl)cc3)CC2)C1=O (stereo not drawn)	-13%[1.91 µM]	0%	-5%	.	-18	0%	-6%	0%	0%	-2%	0%
c1cn2cc(CN3CCOCC3)nc2s1	2%	8%	2%	-15%	-1	-9%	0%	6%	2%	2%	6%
Cc1ccc(C(=O)N/C(=C/c2ccco2)C(=O)NCCCn2ccnc2)cc1	1%	-2%	-2%	1%	2	-10%	7%	15%	-2%	-20%	0%
Cc1ccc(N/C=C/C(=O)c2ccc(C)cc2)cc1	2%	1.6µM*	?	?	2	-4%	8%	113%	0.76µM*	-1%	1.4µM*
COCC(C)n1c(SCC(=O)c2cc(C)n(C)c2C)nc2ccccc2c1=O (stereo not drawn)	?	-2%	-6%	0%	-6	-21%	10%	-35%	-14%	12%	0%
Cc1cccc([C@@H]2[C@@H]3C(=O)N(Cc4ccccc4)C(=O)[C@@H]3[C@]3(CC(C)C)C(=O)N(c4cccc(F)c4)C(=O)N23)c1	.	-6%	-2%	0%	13	.	.	-49%	-1%	.	-11%
CS(=O)(=O)N(CC(=O)Nc1c(F)cccc1F)c1cccc([N+](=O)[O-])c1	6%	-9%	0%	2%	-19	31%[activator]	-2%	-33%	1%	0%	-1%
CC(=O)c1nn(-c2cccc(Br)c2)cc1C(=O)c1ccc(Br)cc1	-6%	.	.	.	-3	0%	0%	6%	-3%	-11%	.
CC(C)(C)NC(=O)C(c1ccncc1)N(C(=O)Cn1nnc(-c2ccc(F)cc2)n1)c1cccc(F)c1 (stereo not drawn)	1%	-10%	-8%	4%	-4	1%	-10%	2%	0%	7%	1%
C=CCN1C(=O)CSc2ccc(C(=O)NCCC3=CCCCC3)cc21	34%	2%	-7%	-2%	-16	-1%	2%	-40%	2%	?	-2%
O=C(COC(=O)CCc1ccccc1)NC(c1ccccc1)c1ccccc1	6%	-8%	2%	-8%	5	-10%	2%	5%	0%	4%	-1%
C/C(=C\C(=O)c1ccc(C)o1)Nc1ccc2c(c1)OCO2	0%	2.2µM*	?	10%	2	0%	2%	94%	4.8µM*	19%	2.8µM*
O=c1c2cn[nH]c2nc(SCc2ccccc2F)n1-c1ccc(Br)cc1	?	-3%	-1%	1%	8	7%	3%	-66%	0%	3%	-2%
CCOC(=O)/C(=C\c1ccc([N+](=O)[O-])cc1)C(=O)c1cc(C(C)=O)c(Nc2ccccc2)s1	?	-34%[inhibitor]	-10%	-5%	9	24%	13%	-97%[inhibitor]	-2%	5.6µM*	-40%[inhibitor]
Cc1ccc(CN2C(=O)N/C(=C\c3ccc(-c4ccc(C(=O)O)cc4C)o3)C2=O)cc1	14%	-6%	-2%	-3%	-2	.	9%	-21%	1%	-4%	-1%
O=C(CC1S/C(=N/N=C2CCCCCC2)NC1=O)Nc1ccc(Br)cc1F (stereo not drawn)	2.2µM*	-6%	-12%	-29%	15	.	-1%	-17%	5%	5.6µM*	1%
C/C(=N\NC(=O)C1(C)CC1(Br)Br)c1ccc(NC(=O)c2ccc(C)o2)cc1 (stereo not drawn)	-1%	22%	-6%	14%	6	3%	0%	57%	-17%	11%	11%
O=C(CSc1nnc(-c2ccccn2)n1Cc1ccco1)c1ccc(-c2ccccc2)cc1	?	-2%	-4%	-5%	40[activator]	-7%	2%	6%	-4%	1%	-19%
CCC(Oc1cccc(Cl)c1)C(=O)N1CCCN(C)CC1 (stereo not drawn)	-4%	-6%	-1%	0%	6	.	-8%	2%	6%	-6%	-5%
